# Screening data from PubChem.
# APEX1 inh: qHTS Assay for Inhibitors of the Human Apurinic/apyrimidinic Endonuclease 1 (APE1) | Potency, µM (series often up to 65.8 µM), for inactives: top-dose activity change, negative = inhibition, usual class: inhibitors | recombinant APE1, TAMRA/BHQ-2 abasic DNA cleavage fluorescence | 350,000 compounds, 0.35% hits | AID 2517, 2012 | DNA repair nuclease/redox regulator APEX1 (Homo sapiens), P27695;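 note: plate controls were vehicle for no effect and reference inhibitor for full effect; nearly all actives have a fitted effect of over 55% in size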
# Target sequence (P27695 whole entry, looked up): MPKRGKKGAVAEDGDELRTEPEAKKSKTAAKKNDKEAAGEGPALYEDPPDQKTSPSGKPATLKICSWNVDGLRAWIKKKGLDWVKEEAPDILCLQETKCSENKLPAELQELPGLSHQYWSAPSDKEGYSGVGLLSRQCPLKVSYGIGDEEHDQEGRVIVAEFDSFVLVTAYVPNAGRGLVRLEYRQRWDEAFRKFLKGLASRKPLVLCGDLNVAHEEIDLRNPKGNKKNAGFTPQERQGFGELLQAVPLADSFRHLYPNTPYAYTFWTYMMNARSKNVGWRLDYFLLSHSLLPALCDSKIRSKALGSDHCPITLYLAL
#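 Endonuclease cleavage of a quenched abasic-site DNA duplex (50 nM) by APE1 (0.75 nM) was tracked by TAMRA dequenching. Compounds were preincubated with enzyme 15 min at room temperature; data normalized to buffer-only and DMSO wells plus NSC13755 control.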
# G9a inh: qHTS Assay for Inhibitors of Histone Lysine Methyltransferase G9a; Histone-lysine N-methyltransferase EHMT2 (Homo sapiens), Q96KQ7; G9a H3K9 monomethylation, AlphaScreen, 2 h; Potency, µM (series often up to 102 µM), for the others: at the top dose activity, negative = inhibition, actives largely listed as inhibitors; 350,000 compounds, 8.8% hits; note: % is set by controls: 0 for no effect and ±100 for the full control effect; nearly all actives have a fitted effect of over 75% in size
#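 Chemiluminescent proximity detection of H3K9 monomethylation, read after 10 min bead incubation in the dark. Reaction: 20 nM G9a, 500 nM biotin-H3K9 peptide, 20 uM SAM cofactor, 2 h, room temperature, following 15 min enzyme-compound preincubation.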
# Pol beta inh: qHTS Assay for Inhibitors of DNA Polymerase Beta | Pol beta primer extension/strand displacement, fluorescence kinetic | 340,000 compounds, 1.3% hits | P06746 | Potency, µM (titrated, usually from 114 µM), for the others: at the highest dose activity change, negative = inhibition, hits mostly inhibitors | AID 485314, 2010; note: % is set by controls: 0 for no effect and ±100 for the full control effect
#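 Human Pol beta at 10 nM; strand-displacement substrate 50 nM final. Compound exposure 15 min at room temperature before start, reaction 10 min at room temperature.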
# POLI inh: qHTS for Inhibitors of Polymerase Iota | DNA polymerase iota (Homo sapiens), Q9UNA4 | Pol iota fluorescent replication assay, 10 min | Potency, µM (doses to about 115 µM), for the others: at the highest dose activity, negative = inhibition, actives largely listed as inhibitors | 390,000 compounds, 1% hits
#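 Fluorescent replication assay read twice, at 0 min and 10 min after adding 50 nM (final) substrate. Enzyme (10 nM) and compounds were first incubated 15 min at room temperature; enzyme-free buffer wells were negative controls.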
# POLH inh: qHTS for Inhibitors of Polymerase Eta | 390,000 compounds, 1.2% hits | recombinant Pol eta, fluorescent DNA replication assay | Potency, µM (doses to about 114 µM), inactives show top-dose activity change, negative = inhibition, actives largely listed as inhibitors | DNA polymerase eta (Homo sapiens), Q9Y253 | AID 588591, 2011; note: % is set by controls: 0 for no effect and ±100 for the full control effect
# Target sequence (Q9Y253 whole entry, looked up): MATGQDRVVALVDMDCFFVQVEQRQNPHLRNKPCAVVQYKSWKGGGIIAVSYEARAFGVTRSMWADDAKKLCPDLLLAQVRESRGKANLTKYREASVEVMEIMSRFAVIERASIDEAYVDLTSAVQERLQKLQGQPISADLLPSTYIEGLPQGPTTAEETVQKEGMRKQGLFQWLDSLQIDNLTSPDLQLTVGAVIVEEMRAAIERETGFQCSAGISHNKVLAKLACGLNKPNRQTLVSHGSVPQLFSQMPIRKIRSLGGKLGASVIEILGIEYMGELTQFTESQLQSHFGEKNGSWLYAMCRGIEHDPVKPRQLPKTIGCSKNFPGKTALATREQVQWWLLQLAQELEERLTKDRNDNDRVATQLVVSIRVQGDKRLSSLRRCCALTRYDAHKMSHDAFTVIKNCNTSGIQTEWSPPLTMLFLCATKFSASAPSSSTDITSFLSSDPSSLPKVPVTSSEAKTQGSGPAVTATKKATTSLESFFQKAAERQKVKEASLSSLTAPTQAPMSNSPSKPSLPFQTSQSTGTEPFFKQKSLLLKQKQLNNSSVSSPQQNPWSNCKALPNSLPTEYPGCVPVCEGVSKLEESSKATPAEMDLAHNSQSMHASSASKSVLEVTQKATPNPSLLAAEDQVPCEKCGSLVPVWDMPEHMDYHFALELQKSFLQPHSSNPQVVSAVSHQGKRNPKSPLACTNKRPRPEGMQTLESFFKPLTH
#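 Fluorescent replication assay: 50 nM final substrate added after a 15 min room-temperature compound preincubation with 10 nM enzyme. Signal taken at 0 min and again at 10 min.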
# BAZ2B block: qHTS Assay for Inhibitors of BAZ2B; AlphaScreen BAZ2B-H3K14Ac peptide displacement; Potency, µM (top dose mostly 114 µM), without a hit: at the highest dose activity change, negative = inhibition, hits mostly inhibitors; 360,000 compounds, 4.4% hits; note: % is set by controls: 0 for no effect and ±100 for the full control effect; nearly all actives have a fitted effect of over 60% in size
#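 BAZ2B 50 nM plus b-H3(5-23)K14Ac 50 nM, PBS pH 7.4/0.01% Tween-20, 30 min RT; compound added (max 110 uM), 30 min RT; streptavidin donor/Ni-chelate acceptor beads 10 ug/mL final, 20 min dark; AlphaScreen read.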
# POLK inh: qHTS for Inhibitors of Polymerase Kappa | DNA polymerase kappa (Homo sapiens), Q9UBT6 | purified Pol kappa, fluorescent DNA synthesis assay, 10 min | Potency, µM (titrated, usually from 107 µM), inactives show top-dose activity, negative = inhibition, usual class: inhibitors | 400,000 compounds, 0.53% hits | AID 588579, 2011; note: % is set by controls: 0 for no effect and ±100 for the full control effect
#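 Inhibition of 10 nM Pol kappa is measured by a fluorescent read-out at 0 and 10 min following addition of 50 nM substrate (final), with a 15-min room-temperature compound preincubation.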
# JMJD2A Tudor: qHTS Assay for Inhibitors of JMJD2A-Tudor Domain; AlphaScreen JMJD2A-Tudor / H3K4me3 peptide binding; Potency, µM (series often up to 114 µM), for the others: at the top dose activity change, negative = inhibition, most hits filed as inhibitors; 390,000 compounds, 4.4% hits; AID 504339, 2011; note: % is set by controls: 0 for no effect and ±100 for the full control effect; nearly all actives have a fitted effect of over 50% in size
# BLM inh: qHTS Assay for Inhibitors of Bloom's syndrome helicase (BLM); RecQ-like DNA helicase BLM (Homo sapiens), P54132; recombinant BLM DNA unwinding, fluorescence dequenching; Potency, µM (top dose mostly 56.1 µM), for inactives: at the top dose activity change, negative = inhibition, hits mostly inhibitors; 350,000 compounds, 0.2% hits;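 note: plate controls were vehicle for no effect and no enzyme for full effect; nearly all actives have a fitted effect of over 35% in size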
# * marks the source's active call; other numbers are inactive results; ? = inconclusive; nt = no result given; & = joins results of further samples; [ ] = another dose, or the depositor's remark. Calls come from the whole dose curve; as a rule, active = well fitted curve in the direction sought with a large enough effect; inconclusive = small, poorly fitted or top-dose-only effect, or another doubt; inactive = no such curve, though single readings can be large; an effect the other way counts as inactive or inconclusive. Potency is the fitted concentration of half-maximal effect. These rows are one share of the data. The share of hits here may be higher or lower than overall.
cpd	molecule	APEX1 inh	G9a inh	Pol beta inh	POLI inh	POLH inh
1	COC(=O)c1cc(OC)c(OC)cc1NC(=O)c1c(-c2ccccc2)noc1C	-9%	-19%[12.7 µM]	?	-8%	-22%
2	CC(NC(=O)C12CC3CC(C1)CC(n1cncn1)(C3)C2)C12CC3CC(CC(C3)C1)C2 (stereo not given)	-6%	14%	?	16%	-15%
3	COCC(C)n1c(SCC(=O)NC(=O)NCc2ccccc2)nc2ccccc2c1=O (stereo not given)	-4%	nt	nt	48%[activator]	-24%
4	COCCNC(=O)CN(C(=O)CCC(=O)Nc1nccs1)c1ccc2c(c1)OCO2	27%	19%	0%	30%[activator]	-11%
5	Cc1cccc(NC(=O)CCc2nnc3ccc(NCc4ccco4)nn23)n1	-11%	-7%	?	36%[activator]	25µM*
6	O=C(/C=C/c1ccc(OCCCF)cc1)Nc1ccnc(-c2ccncc2)n1	9%	17%	4%	9%	-11%
7	Cc1ccc(NC2CCCN(C(=O)c3ccccn3)C2)cc1C (stereo not given)	59%[activator]	15%	-1%	16%	-2%
8	COc1ccccc1/C=C/C(=O)NNC(=O)c1cccs1	-6%	-42%	7%	27%	-19%

cpd	BAZ2B block	POLK inh	JMJD2A Tudor	BLM inh
1	-35%	-12%	-20%	-4%
2	-5%	-13%	-8%	-2%
3	nt	-5%	-16%	nt
4	-18%	0%	3%	-1%
5	50µM*	1%	16%	-14%
6	-2%	-2%	-24%	-4%
7	-22%	1%	-6%	1%
8	?	-1%	-5%	6%

# (cont.)
cpd	molecule	APEX1 inh	G9a inh	Pol beta inh	POLI inh	POLH inh
9	CCCc1nc2ccccc2n2c(-c3ccccc3)c3c(=O)n(C)c(=O)n(C)c3c12	nt	14%[59 µM]	-1%	9%	-21%
10	CCOC(=O)COn1c(-c2cccc(Cl)c2)nc2ccc([N+](=O)[O-])cc21	11%	50µM*	?	28%	-22%
11	O=C(NCCc1nc2ccccc2[nH]1)C1CCC(=O)N(CCc2cccc(F)c2)C1 (stereo not given)	37%	52%[activator]	27%	35%[activator]	-14%
12	Cc1nc2c(C(=O)NCc3ccccc3)c[nH]n2c(=O)c1Cc1ccccc1Cl	nt	-25%[59 µM]	-29%	-4%	nt
13	CCN(CC)CCCN1C=C2C(=O)C(C)(OC(=O)CCC(=O)OC)C(=O)C=C2C=C1C1CC1 (stereo not given)	-1%[12.4 µM]	nt	nt	248%[activator]	-1%
14	COC(=O)[C@H](Cc1ccccc1)NC(=O)[C@@H]1C[C@H]1[C@@H](NC(=O)OCc1ccccc1)c1ccccc1	-1%	5%	13%	?	-7%
15	CN(Cc1ccc([N+](=O)[O-])cc1)c1ccccc1	nt	nt	nt	21%	-8%
16	O=C(CNc1ccccc1)NNC1=NCCC1	-6%	10µM*	-5%	-11%	15%

cpd	BAZ2B block	POLK inh	JMJD2A Tudor	BLM inh
9	18%	-2%[60.1 µM]	19%	-3%
10	-4%	-13%	-8%	-6%
11	-2%	-2%	-6%	1%
12	-14%	-4%[60.1 µM]	-23%	-8%
13	nt	-11%	-17%	-10%[12.4 µM]
14	-2%	-8%	-23%	-4%
15	nt	-12%	?	nt
16	?	-3%[60.1 µM]	-4%	4%

# (cont.)
cpd	molecule	APEX1 inh	G9a inh	Pol beta inh	POLI inh	POLH inh
17	COCCOC(=O)C1=C(C)N(Cc2ccccc2)C(=O)NC1c1cccc(OC)c1OC (stereo not given)	-1%	-4%[59 µM]	0%	11%	-7%
18	O=C(NNC(=O)C(c1ccccc1)c1ccccc1)c1cccs1	-1%	1%[59 µM]	-2%	15%	0%
19	CC(Sc1ncn[nH]1)C(=O)c1c(N)n(C)c(=O)n(C)c1=O (stereo not given)	1%	?	nt	0%	-10%
20	CC1CCCC(C)N1CCCNC(=O)c1cc2c(s1)-c1ccccc1OC2 (stereo not given)	-40%	28%	0%	11%	?
21	CSc1cccc(NC(=O)c2nnn(CC(=O)Nc3cc(C)cc(C)c3)c2N)c1	22%	6%[59 µM]	28%	17%	-1%
22	COc1ccc(N2CC(C(=O)OCC(=O)c3ccc(C)cc3)CC2=O)cc1 (stereo not given)	13%	nt	17%	6%	2%
23	COc1cc(OC)cc(C(=O)N2CCCC(c3nc(-c4ccc(C)o4)no3)C2)c1 (stereo not given)	7%[12.4 µM]	16%[59 µM]	15%	120%[activator]	4%
24	Cc1ccc(NC(=O)c2cccc(S(=O)(=O)Nc3c(C)n(C)n(-c4ccccc4)c3=O)c2)cc1C	nt	nt	nt	26%	-12%

cpd	BAZ2B block	POLK inh	JMJD2A Tudor	BLM inh
17	3%	-2%	-11%	-1%
18	-2%	-5%	-7%	-1%
19	8%	-10%	-4%	nt
20	0%	11%	0%	5%
21	-16%	-1%	14µM*	-5%
22	-11%	-11%	-4%	-7%
23	-13%	-5%	-21%	-2%
24	nt	1%	-8%	nt

# Other structures.
cpd	molecule	APEX1 inh	G9a inh	Pol beta inh	POLI inh	POLH inh
25	CC(C)(C)OC(=O)N1CCC[C@H]1C(=O)NCc1ccc(Cl)cc1Cl	-3%	0%	-6%	104%[activator]	-13%
26	COc1ccc(CN=C2NC(=O)CC(C(=O)Nc3ccccc3C)S2)cc1 (stereo not given)	-3%	?	16%[57.1 µM]	-11%	-21%
27	COc1cccc(O[C@@H]2O[C@@H]3COC(C)(C)O[C@H]3[C@H](O)[C@H]2NC(C)=O)c1	9%	4%[59 µM]	-1%	15%	5%
28	COc1ccc(C(=O)C[n+]2cccc3cc(C)ccc32)cc1	-8%	nt	5%	62%[activator]	-21%
29	CCc1ccc(C(C)NC(=O)c2cccs2)cc1 (stereo not given)	nt	nt	nt	20%	-1%
30	COCCN(C(=O)c1cc2c(s1)CCCCC2)c1c(N)n(Cc2ccccc2)c(=O)[nH]c1=O	5%	?	nt	34%[activator]	-23%
31	CCOC(=O)/C(=C\C=C1/Sc2ccccc2N1CC)C(C)=O	-2%	?	-11%	113%[activator]	-24%
32	CCOc1ccccc1O[C@H](c1ccccc1)[C@H]1CNCCO1	51%&-10%[activator]	?	nt	-20%	1%

cpd	BAZ2B block	POLK inh	JMJD2A Tudor	BLM inh
25	-3%	-3%	45µM*	0%
26	3%	-12%	4%	1%
27	-2%	-2%	-11%	7%
28	-20%	-16%	-21%	2%
29	nt	-6%	-7%	nt
30	3%	-5%	-15%	nt
31	-35%	-6%	-30%	-1%
32	-14%	-3%	-24%	nt

# 3 compounds drawn at random from the list so far, as already listed:
cpd	molecule	APEX1 inh	G9a inh	Pol beta inh	POLI inh	POLH inh
25	CC(C)(C)OC(=O)N1CCC[C@H]1C(=O)NCc1ccc(Cl)cc1Cl	-3%	0%	-6%	104%[activator]	-13%
24	Cc1ccc(NC(=O)c2cccc(S(=O)(=O)Nc3c(C)n(C)n(-c4ccccc4)c3=O)c2)cc1C	nt	nt	nt	26%	-12%
19	CC(Sc1ncn[nH]1)C(=O)c1c(N)n(C)c(=O)n(C)c1=O (stereo not given)	1%	?	nt	0%	-10%

cpd	BAZ2B block	POLK inh	JMJD2A Tudor	BLM inh
25	-3%	-3%	45µM*	0%
24	nt	1%	-8%	nt
19	8%	-10%	-4%	nt

# New compounds follow.
cpd	molecule	APEX1 inh	G9a inh	Pol beta inh	POLI inh	POLH inh
33	Cn1c(=O)c2c(nc(N/N=C/c3cccs3)n2C)n(C)c1=O	3%	?	10%	18%	-13%
34	COc1cccc(-c2nnc(NC(C)=O)o2)c1	3%	-122%[59 µM]	2%	-20%	-5%
35	COc1cc(/C=C/C(=O)Nc2ccccc2C(F)(F)F)cc(OC)c1OC	-3%	75%[activator]	3%	nt	nt
36	O=[N+]([O-])c1ccc(/C=C/c2nc3ccc([N+](=O)[O-])cc3[nH]2)cc1	9%	?	2%	9%	-12%
37	Cc1ccc(S(=O)(=O)N(C)CC(=O)NCCCn2ccnc2)cc1	42%	6%	-1%	33%[activator]	0%
38	Cc1cc(C)cc(NC(=O)N2CCC(N3CCCCC3)CC2)c1	nt	1%[59 µM]	42%	16%	-1%
39	CCC(C)(C)NC(=O)CN(Cc1ccc(F)cc1)C(=O)CCC(=O)Nc1ccccn1	53%[activator][12.4 µM]	-10%[59 µM]	-11%	43%[activator]	-16%
40	Cc1nn(CC(=O)N(C)Cc2ccccc2)c(=O)c2cccn12	22%	14%	1%	-19%	-5%

cpd	BAZ2B block	POLK inh	JMJD2A Tudor	BLM inh
33	-25%	-6%	-18%	-1%
34	?	-2%	?	0%
35	-7%	nt	nt	-4%
36	-36%	3%	-11%	-2%
37	-4%	3%	-6%	1%
38	0%	9%	-5%	0%
39	-2%	2%	-20%	1%
40	-5%	-25%	5%	1%

# (further entries)
cpd	molecule	APEX1 inh	G9a inh	Pol beta inh	POLI inh	POLH inh
41	C=CCNC(=O)C1CCN(C(=O)c2ccc(-c3ccccc3)cc2)CC1	15%	15%[0.501 µM]	48%[activator]	14%	-5%
42	CC1CC(C)CN(C(=O)/C(=C\c2ccccc2)c2ccccc2)C1 (stereo not given)	11%	19%[59 µM]	32%	21%	-21%
43	COc1cccc(NC(=O)CN(C)CC(=O)c2c(C)[nH]c3ccccc23)c1	36%	-5%[2.33 µM]	nt	46%[activator]	-28%
44	CCOc1ccc(-n2c(-c3ccc(C)cc3)nc3c(cnn3-c3ccccc3)c2=O)cc1	nt	-7%[59 µM]	16%	7%	-4%
45	CCNC(=O)NC(=O)C(C)Oc1ccc(C(=O)OC)cc1 (stereo not given)	4%	?	-1%	14%	-11%
46	Cc1noc(C(C)C)c1C(=O)Nc1ccc(-c2nnc3n2CCCCC3)cc1	13%	?	nt	8%	-12%
47	Cc1ccc(CN2CCSc3ccc(C(=O)Nc4ccc(Cl)cc4)cc32)cc1	nt	9%[59 µM]	46%	26%	-12%

cpd	BAZ2B block	POLK inh	JMJD2A Tudor	BLM inh
41	4%	-3%	-7%	-5%
42	5%	-11%	6%	-5%
43	-35%	-10%	-31%	nt
44	-6%	-9%	-20%	-5%
45	-2%	-8%	0%	1%
46	-2%	-2%	-11%	nt
47	-9%	-6%	-2%	-4%
